# Assay outcomes as filed in PubChem.
# SENP8 block-1: blocks the human protease SENP8; purified SENP8, Z-RLRGG-aminoluciferin cleavage, luminescence; 330,000 tested, 1.2% active; inhibition, % at 10 µM; AID 2540; in the data active = inhibition above about 50%
# Target sequence (Q96LD8 whole entry, looked up): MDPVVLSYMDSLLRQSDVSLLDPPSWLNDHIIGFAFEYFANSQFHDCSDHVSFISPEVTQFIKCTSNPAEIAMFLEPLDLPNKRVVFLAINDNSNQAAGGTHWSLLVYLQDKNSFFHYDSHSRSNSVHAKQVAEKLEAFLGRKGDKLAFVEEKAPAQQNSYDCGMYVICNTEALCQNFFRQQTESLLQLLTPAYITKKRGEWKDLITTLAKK
# Apaf-1 inh: inhibitors of human Apaf-1 apoptosome; O14727; reconstituted apoptosome caspase-3 activity, DEVD-Rh110 fluorescence; inhibition, % at 20 µM; 330,000 tested, 0.71% active; AID 489030; active = inhibition of at least 40% at 20 µM;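 also: plate controls were DMSO wells for no effect and DEVD-CHO caspase inhibitor wells for full effect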
#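 Assay system – apoptosome proteins · Medium – Hepes buffer, pH 7.5 · Also added – cytochrome c with DEVD-Rh110 · Timing – 30 min compound preincubation, 50 min activation, room temperature · Detection – Rh110 fluorescence, excitation 480 nm, emission 540 nm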
# SENP7 inh: blocks the human protease SENP7. Q9BQF6. recombinant SENP7, Z-RLRGG-aminoluciferin luminescence, 40 min. AID 434973. inhibition, % at 5 µM. 330,000 tested, 1.5% active;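 active = inhibition above about 50% at the single test dose, limit read from the data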;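 also: plate controls were DMSO with enzyme for no effect and no enzyme buffer wells for full effect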
# Target sequence (Q9BQF6 706-1050 limits assumed): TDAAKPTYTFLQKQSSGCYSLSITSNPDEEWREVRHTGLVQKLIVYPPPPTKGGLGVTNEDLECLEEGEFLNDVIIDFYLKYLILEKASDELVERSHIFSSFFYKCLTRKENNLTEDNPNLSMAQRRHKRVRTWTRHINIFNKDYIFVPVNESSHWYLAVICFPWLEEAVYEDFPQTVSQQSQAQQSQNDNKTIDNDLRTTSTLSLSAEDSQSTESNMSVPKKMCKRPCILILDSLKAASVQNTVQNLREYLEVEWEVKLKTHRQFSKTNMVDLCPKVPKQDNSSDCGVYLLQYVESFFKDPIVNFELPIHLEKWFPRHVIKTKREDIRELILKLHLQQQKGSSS
# SENP1 FRET inh: inhibitors of human SENP1 SUMO protease catalytic domain; AID 624204; recombinant SENP1 catalytic domain, CyPet-SUMO1-YPet FRET cleavage; inhibition, % at 10 µM; Q9P0U3; 360,000 tested, 0.21% active;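 active = inhibition at least 30% at 10 µM, raw YFP signal under a set limit, fluorescence ratio 0.5 to 1.5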;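 also: 0% = enzyme with DMSO and 100% = no enzyme wells; some results filed as inactive read as strong as hits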
# Target sequence (Q9P0U3 419-644 limits assumed): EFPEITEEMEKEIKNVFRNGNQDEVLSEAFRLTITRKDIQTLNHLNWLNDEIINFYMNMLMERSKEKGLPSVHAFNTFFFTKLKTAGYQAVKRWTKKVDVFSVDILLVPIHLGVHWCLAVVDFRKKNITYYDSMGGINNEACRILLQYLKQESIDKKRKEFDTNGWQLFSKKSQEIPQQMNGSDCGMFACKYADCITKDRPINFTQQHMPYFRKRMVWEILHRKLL
#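 Test system: hSENP1 catalytic domain, recombinant; Amount: 20 pM final SENP1 enzyme; Medium: Tris pH 8 buffer plus EDTA, NaCl, BME, BSA, NP40, catalase; Schedule: 50 min enzyme reaction, room temperature, light-protected; Technique: FRET fluorescence in CFP and YFP emission channels; Controls: no-enzyme wells low, DMSO-plus-enzyme wells high control.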
# UBC13 inh: inhibitors of human UBC13 polyubiquitin chain formation; AID 485273; 330,000 tested, 0.47% active; inhibition, % at 20 µM; TR-FRET; P61088; in the data active = inhibition above about 45%, passing the limit was not always enough
# Target sequence (P61088 whole entry, looked up): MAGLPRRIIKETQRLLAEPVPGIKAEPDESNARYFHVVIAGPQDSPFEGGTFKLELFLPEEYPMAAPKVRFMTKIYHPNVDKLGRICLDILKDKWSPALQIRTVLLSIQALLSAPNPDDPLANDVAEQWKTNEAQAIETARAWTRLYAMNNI
# SENP8 block-2: SENP8 (human) protease inhibition; Q96LD8; recombinant SENP8, Nedd8 substrate fluorescence; inhibition, % at 20 µM; 360,000 tested, 0.64% active; AID 602440; in the data active = inhibition mostly above about 40%, no sharp cut-off; inactive = mostly below about 27%
# APOBEC3G inh: APOBEC3G (human) deaminase inhibition; recombinant A3G, ssDNA deamination FAM/TAMRA fluorescence; inhibition, % at 20 µM; Q9HC16; 330,000 tested, 0.28% active;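 active = inhibition of at least 40% at 20 µM, with no more than 30% in the related APOBEC3A deaminase screen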;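 also: plate controls were DMSO wells with A3G for no effect and wells lacking A3G enzyme for full effect; some compounds called inactive have numbers as strong as hits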
# SENP6 inh: SENP6 protease inhibition. 330,000 tested, 1.8% active. inhibition, % at 10 µM. AID 2599. Recombinant SENP6 catalytic domain, aminoluciferin luminescence;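 active = inhibition above about 50% at the single tested dose, limit read from the data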;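 also: plate controls were DMSO wells with enzyme for no effect and DMSO wells lacking enzyme for full effect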
# Numbers without * were called inactive.
nr	SMILES	SENP8 block-1	Apaf-1 inh	SENP7 inh	SENP1 FRET inh
1	Cc1nc(C)c(C(=O)C2=C(O)C(=O)N(CCN3CCOCC3)C2c2cccs2)s1 (stereo unspecified)	3	-8	0	-5
2	Cc1cc2ncn(C(=O)c3c(-c4ccccc4Cl)noc3C)c2cc1C	3	7	2	3
3	c1csc(CNc2nc(-c3cccs3)nc3ccccc23)c1	3	3	7	-8
4	Cc1cc(C)c(C(=O)CN2C(=O)NC3(CCCCCC3)C2=O)cc1C	0	12	-9	2
5	COc1ccc(C(=O)OCC(=O)NCc2ccccc2)c(OC)c1OC	-2	0	6	0
6	Cc1ccc(S(=O)(=O)/N=C(/Nc2ccccn2)c2ccc(Cl)cc2)cc1	5	10	4	1
7	COCCN(C(=O)c1ccc(-c2ccc(Cl)cc2)o1)c1c(N)n(Cc2ccccc2)c(=O)[nH]c1=O	-3	16	1	-14
8	CC(NC(=O)Cn1c(=O)oc2cc(S(=O)(=O)N3CCCC3)ccc21)c1ccccc1 (stereo unspecified)	5	2	-1	-1

nr	UBC13 inh	SENP8 block-2	APOBEC3G inh	SENP6 inh
1	-3	18	-7	-1
2	-3	15	-2	3
3	18	-255	-6	20
4	-5	18	1	-24
5	4	30	-7	-3
6	-1	24	-1	2
7	-6	-153	-2	-10
8	-4	6	6	-8

# Exported screen by screen: part of the list above.
(4) Cc1cc(C)c(C(=O)CN2C(=O)NC3(CCCCCC3)C2=O)cc1C
(5) COc1ccc(C(=O)OCC(=O)NCc2ccccc2)c(OC)c1OC

assay / entry | 4 | 5
SENP8 block-1 | 0 | -2
Apaf-1 inh | 12 | 0
SENP7 inh | -9 | 6
SENP1 FRET inh | 2 | 0
UBC13 inh | -5 | 4
SENP8 block-2 | 18 | 30
APOBEC3G inh | 1 | -7
SENP6 inh | -24 | -3

# Next structures
nr	SMILES	SENP8 block-1	Apaf-1 inh	SENP7 inh	SENP1 FRET inh
9	NC(=O)COC(=O)CNC(=O)c1sc2ccccc2c1Cl	0	-5	7	1
10	Cc1ccc(NC(=O)Cn2ccsc2=N)cc1S(=O)(=O)N(C)C	6	-17	-1	-2
11	CSc1nnc(-c2cccn(Cc3ccccc3)c2=O)o1	5	-1	0	3
12	CCN1C(=O)C(O)(CC(=O)c2ccc(-n3cccc3)cc2)c2ccccc21 (stereo unspecified)	-2	1	0	-1
13	CC(C)[C@H](NC(=O)N1CCC(Cc2ccccc2)CC1)C(=O)O	4	42*	-2	-2
14	COc1ccc(/C=N/NC(=O)c2ccncc2)c(OC)c1	-3	2	6	1
15	CC1=C(Cl)C2=NS(=O)(=O)CCN2C=C1Cl	-6	-2	-1	1
16	O=C(Cn1nnc(-c2ccc(Cl)cc2)n1)NCCC1=CCCCC1	6	-6	-7	3

nr	UBC13 inh	SENP8 block-2	APOBEC3G inh	SENP6 inh
9	10	0	-9	-13
10	0	9	-3	-3
11	18	-389	-4	0
12	-1	14	-4	-9
13	2	20	-6	5
14	-3	0	3	15
15	12	-439	-7	-28
16	-1	0	-1	2

# (continued)
nr	SMILES	SENP8 block-1	Apaf-1 inh	SENP7 inh	SENP1 FRET inh
17	COc1cc(NC(=O)Cn2c([N+](=O)[O-])cnc2C)c(OC)cc1Cl	-9	-6	9	0
18	COc1ccc(S(=O)(=O)n2nc(OC(=O)c3ccncc3)cc2N)cc1	9	-5	-5	0
19	C=CCNC(=O)CC12CC3CC(C1)CC(CC(=O)NCC=C)(C3)C2	1	-7	-3	0
20	CCOc1ccc(OCc2cccc(C(=O)Nc3ccc(CN4CCCCC4)cc3)c2)cc1	-7	10	3	0
21	Cc1cccc(NC(=O)c2ccc(COc3ccccc3)o2)n1	12	2	12	0
22	O=C(Nc1cccc([N+](=O)[O-])c1)N1CCCc2ccccc21	3	0	6	-1
23	O=C1CCC(C(=O)Nc2nnc(C3CC3)s2)=NN1	3	-3	0	1
24	Oc1ccc(-c2csc(-c3ccccc3)n2)cc1O	36	5	29	-3

nr	UBC13 inh	SENP8 block-2	APOBEC3G inh	SENP6 inh
17	1	-1	-3	-20
18	18	0	-5	-5
19	2	13	-9	-8
20	30	27	-8	-16
21	1	0	-5	32
22	-2	8	-4	-12
23	-7	3	2	-18
24	20	13	-2	54*

# The list goes on:
nr	SMILES	SENP8 block-1	Apaf-1 inh	SENP7 inh	SENP1 FRET inh
25	CCc1nnc(NC(=O)c2ccc(S(C)(=O)=O)cc2)s1	-6	-5	10	0
26	CCOC(=O)C1(Cc2ccccc2C(F)(F)F)CCN(C(C)CCn2cccn2)CC1 (stereo unspecified)	-5	22	-1	0
27	O=C(N/N=C/c1ccc(-c2cccc([N+](=O)[O-])c2)o1)[C@H]1C[C@@H]1c1ccccc1	-7	18	-1	1
28	Cc1cnc(C(=O)N2CCCC(C(=O)c3cccc(OC(C)C)c3)C2)cn1 (stereo unspecified)	-5	3	7	2
29	COc1ccc(-n2c(=O)cc(N3CCOCC3)[nH]c2=O)cc1	-6	5	0	0
30	COc1ccc(N2CCN(C(=O)C3=NNC(=O)CC3)CC2)cc1	-6	1	4	-2
31	Cc1ccccc1C1C(C#N)=C2N=C(N)c3c(sc4c3CCCCC4)N2C2=C1C(=O)CC(C)(C)C2 (stereo unspecified)	-2	21	9	-25
32	CCCCn1c(N)c(N(CC(C)C)C(=O)C2CC(=O)N(c3ccc(C)cc3)C2)c(=O)[nH]c1=O (stereo unspecified)	1	-2	-4	-3

nr	UBC13 inh	SENP8 block-2	APOBEC3G inh	SENP6 inh
25	-2	14	0	-1
26	8	11	0	6
27	-7	32	-3	0
28	-5	8	5	-15
29	0	15	-5	-12
30	1	9	2	7
31	-1	-135	-6	13
32	4	1	-11	8

# The listing continues:
nr	SMILES	SENP8 block-1	Apaf-1 inh	SENP7 inh	SENP1 FRET inh
33	COc1ccccc1CN1CCC(CNS(=O)(=O)c2cc(-c3cc(C)no3)ccc2C)CC1	1	7	-4	-3
34	COC(=O)CNC(=O)C(Cc1ccccc1)NS(=O)(=O)c1ccc2c(c1)c(=O)n(C)c(=O)n2C (stereo unspecified)	-2	0	6	0
35	CCN(C(=O)COc1ncnc2ccccc12)C1CCCCC1	-12	3	-6	-1
36	CC1=CC(C)C2(CO)COC(c3cccnc3)C1C2C (stereo unspecified)	5	-5	6	1
37	COc1cc(C(=O)O/N=C(\N)c2ccncc2)cc(OC)c1OC	7	1	8	0
38	O=C(COC(=O)CC12CC3CC(CC(C3)C1)C2)Nc1ncc(Cl)cc1Cl	-4	28	-6	-1
39	CC1Sc2ccc(S(=O)(=O)N3CCC(C(=O)NCc4ccco4)CC3)cc2NC1=O (stereo unspecified)	-3	-5	9	3
40	CC(Sc1ncccn1)C(=O)NC1CCCC1 (stereo unspecified)	1	-11	3	2

nr	UBC13 inh	SENP8 block-2	APOBEC3G inh	SENP6 inh
33	12	18	-7	-13
34	7	-5	-10	-13
35	-4	10	-7	-4
36	4	15	-4	-8
37	5	19	-1	-33
38	-18	0	-2	-6
39	-8	-7	-5	-12
40	0	4	0	-3

# Later entries
nr	SMILES	SENP8 block-1	Apaf-1 inh	SENP7 inh	SENP1 FRET inh
41	CC(OC(=O)c1ccccc1NS(=O)(=O)c1cccc(C(F)(F)F)c1)C(=O)N(C)Cc1ccccc1 (stereo unspecified)	3	32	4	1
42	Cc1ccc(Nc2c([N+](=O)[O-])c(=O)n(C)c3ccccc23)cc1	8	-13	-3	0
43	Cc1ccc(C(=O)c2ccc([N+](=O)[O-])cc2)cc1	-13	-8	10	1
44	Cc1ccc(CNC(=O)Cc2ccc(-n3cccc3)cc2)cc1	8	-2	2	-3
45	CCOc1ccc(-c2c(C(=O)N/N=C/C3CCCCC3)nnn2-c2nonc2N)cc1	-8	6	-13	1
46	COc1nn(-c2ccccc2)c(=O)c(Cl)c1Cl	-6	-1	-10	0
47	CCCCNc1nnc(SCC(=O)N2CCN(S(=O)(=O)c3ccc4ccccc4c3)CC2)s1	5	11	13	1
48	Cc1cc(C(=O)COC(=O)Cc2n[nH]c(=O)c3ccccc23)c(C)n1-c1cccc(C(F)(F)F)c1	-5	21	2	0

nr	UBC13 inh	SENP8 block-2	APOBEC3G inh	SENP6 inh
41	9	-4	-4	11
42	4	10	-5	3
43	-3	6	-6	-12
44	4	-5	-1	10
45	-8	-1	-5	-14
46	1	2	-6	3
47	-2	5	0	21
48	3	0	-3	-4

# Next section.
nr	SMILES	SENP8 block-1	Apaf-1 inh	SENP7 inh	SENP1 FRET inh
49	CCC(C)(C)NC(=O)C1CCCN(S(=O)(=O)c2ccc3c(c2)CC(C)N3C(=O)C2CC2)C1 (stereo unspecified)	6	-1	-9	1
50	CCN1C(=O)c2cccc3c(S(=O)(=O)NC(Cc4ccccc4)C(=O)O)ccc1c23 (stereo unspecified)	-9	14	0	-28
51	CCc1cccc(CC)c1NC(=O)CN1CCc2cc(OC)c(OC)cc2C1	4	11	1	-19
52	COc1ccc(CCC(=O)N2CCCc3ccccc32)cc1	-2	10	1	0
53	Cc1nn(C)cc1NC(=O)c1ccc(Br)o1	-10	4	-3	0
54	CCN(CC)S(=O)(=O)c1ccc(S(=O)(=O)N(Cc2ccccn2)Cc2ccco2)cc1	1	3	9	1
55	O=C(Cn1c(=O)sc2ccccc21)Nc1ccc(S(=O)(=O)N2CCCC2)cc1	3	4	2	0
56	CCCCN(CCCC)NC(=O)c1ccccc1	1	-4	-4	2
57	O=C1CC(N2CCN(C(c3ccccc3)c3ccccc3)CC2)C(=O)N1 (stereo unspecified)	-1	0	2	0
58	Cc1cc(C(C)(C)C)cc(C)c1C(=O)O	3	1	-6	1
59	COc1ccc(NC(=O)c2cc3n(n2)C(C(F)(F)F)CC(c2ccc(OC)cc2)N3)cc1 (stereo unspecified)	-6	-14	-1	12

nr	UBC13 inh	SENP8 block-2	APOBEC3G inh	SENP6 inh
49	0	8	-8	5
50	5	-316	-8	-20
51	-1	17	-1	1
52	2	4	-7	1
53	-17	22	-7	-10
54	4	12	-4	-17
55	0	9	-2	3
56	7	0	-8	0
57	3	7	-2	0
58	6	14	0	-3
59	-2	7	-4	-12

# 5 entries from above, sorted by molecular weight, falling.
nr	SMILES	SENP8 block-1	Apaf-1 inh	SENP7 inh	SENP1 FRET inh
59	COc1ccc(NC(=O)c2cc3n(n2)C(C(F)(F)F)CC(c2ccc(OC)cc2)N3)cc1 (stereo unspecified)	-6	-14	-1	12
50	CCN1C(=O)c2cccc3c(S(=O)(=O)NC(Cc4ccccc4)C(=O)O)ccc1c23 (stereo unspecified)	-9	14	0	-28
55	O=C(Cn1c(=O)sc2ccccc21)Nc1ccc(S(=O)(=O)N2CCCC2)cc1	3	4	2	0
51	CCc1cccc(CC)c1NC(=O)CN1CCc2cc(OC)c(OC)cc2C1	4	11	1	-19
52	COc1ccc(CCC(=O)N2CCCc3ccccc32)cc1	-2	10	1	0

nr	UBC13 inh	SENP8 block-2	APOBEC3G inh	SENP6 inh
59	-2	7	-4	-12
50	5	-316	-8	-20
55	0	9	-2	3
51	-1	17	-1	1
52	2	4	-7	1
